SW480 rereplic = DNA re-replication induction in SW480 cells; SW480 DNA re-replication, Hoechst DNA content imaging, 48 h; Potency, µM (doses to about 46.1 µM), for the others: top-dose re-replication activation, most hits filed as activators; hit rate 1.8% among 340,000; AID 624297; also: % of control where 0% means no effect; nearly all actives have a fitted effect of over 55% in size
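250 cells/well; 23 nL cpd via pin tool; 48 hr, 37 C, 5% CO2; Hoechst 40 min; imager read of total nuclear intensity, ex 405/em 500-530 nm.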
KB-V1 cytotox = KB-V1 MDR subline cytotoxicity; hit rate 3.4% among 400,000; Potency, µM (highest dose often 46.1 µM), inactives show at the highest dose activity change, negative = cytotoxicity, actives largely listed as cytotoxic; AID 1347076; KB-V1 MDR cells viability, CellTiter-Glo, 72 h; also: % is scaled to controls: 0 for no effect and ±100 for the full control effect; nearly all actives have a fitted effect of over 60% in size
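Luminescent ATP read-out (CellTiter-Glo, 10 min) measures survival of drug-selected KB-V1 MDR cells after 72 h, 37 degrees C compound exposure. Medium: phenol-red-free DMEM, 10% FBS. Values from fitted concentration-response curves.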
GLP1R ag = agonists of human GLP-1 receptor; HEK293 GLP-1R CRE-luciferase, luminescence, 4-6 h; cells express a hypersensitive GLP-1R form; Potency, µM (doses to about 45.6 µM), for inactives: top-dose activation, most hits filed as activators; hit rate 0.007% among 380,000; also: % of control where 0% means no effect
Target sequence (P43220 whole entry, looked up): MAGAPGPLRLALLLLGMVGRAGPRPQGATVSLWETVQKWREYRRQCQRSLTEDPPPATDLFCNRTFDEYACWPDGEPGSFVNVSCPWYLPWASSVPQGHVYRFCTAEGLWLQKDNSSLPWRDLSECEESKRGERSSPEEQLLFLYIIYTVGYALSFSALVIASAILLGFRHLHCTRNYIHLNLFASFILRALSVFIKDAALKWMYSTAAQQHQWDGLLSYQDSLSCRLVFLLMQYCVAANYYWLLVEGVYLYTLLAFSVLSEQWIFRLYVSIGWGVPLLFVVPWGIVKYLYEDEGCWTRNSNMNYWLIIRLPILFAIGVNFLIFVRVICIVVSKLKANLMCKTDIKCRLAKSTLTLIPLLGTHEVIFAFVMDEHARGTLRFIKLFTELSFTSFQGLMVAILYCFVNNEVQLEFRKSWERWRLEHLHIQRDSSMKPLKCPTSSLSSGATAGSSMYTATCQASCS
KB-3-1 cytotox = kills parental KB-3-1 adenocarcinoma cells | KB-3-1 viability, CellTiter-Glo ATP luminescence, 72 h | Potency, µM (highest dose often 46.1 µM), for the others: top-dose activity change, negative = cytotoxic, hits mostly cytotoxic | hit rate 1.4% among 400,000; also: % is scaled to controls: 0 for no effect and ±100 for the full control effect; nearly all actives have a fitted effect of over 60% in size
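Cytotoxicity measured as CellTiter-Glo luminescence after 72 h at 37 C. Compound titrations were pinned onto drug-naive KB-3-1 parental adenocarcinoma cells grown in DMEM with 10% FBS, and normalized data fitted to concentration-response curves.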
HT1080NT lethal = kills 2HG-producing HT-1080-NT fibrosarcoma cells. Potency, µM (titrated, usually from 46.1 µM), without a hit: at the highest dose activity, negative = less viability, most hits filed as cytotoxic. hit rate 1.6% among 360,000. AID 686970. HT-1080-NT fibrosarcoma viability, CellTiter-Glo ATP luminescence, 48 h;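 also: NT is the 2HG producing partner of a matched IDH1 knockdown line; 0% = DMSO-treated cells and -100% = media-only wells without cells; nearly all actives have a fitted effect of over 55% in size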
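HT-1080-NT; 750 cells/well; 5% FBS RPMI; 48 h compound, 37 degrees C; CellTiter-Glo luminescence; curve fitting and curve-class assignment.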
GLP1R cytotox = cytotoxicity counter-screen for GLP-1 receptor inverse agonists; HEK293 cAMP-luciferase reporter cells, luminescence, 24 h; Potency, µM (top dose mostly 38.3 µM), for inactives: at the top dose activity change, negative = inhibition, hits mostly inhibitors; hit rate 0.13% among 410,000; AID 624418;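 also: loss of luciferase light is scored as toxicity; % is scaled to controls: 0 for no effect and ±100 for the full control effect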
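MLSMR compounds, 24 hr on cells at 37 deg C/5% CO2; luminescence after luciferase reagent (12 min RT). Inhibition counted as the undesired cytotoxic outcome.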
GLP-1R inv ag = inverse agonists of human GLP-1 receptor. HEK293 GLP-1R CRE-luciferase, luminescence, 24 h; GLP-1R form is constitutively active. Potency, µM (highest dose often 38.3 µM), for the others: top-dose activity change, negative = inhibition, most hits filed as inhibitors. hit rate 1.6% among 410,000. AID 624417; also: % is scaled to controls: 0 for no effect and ±100 for the full control effect; nearly all actives have a fitted effect of over 55% in size
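HEK293 cells stably co-expressing constitutively active GLP-1R and a cAMP-responsive luciferase reporter were seeded in DMEM with 10% Nu serum, given compounds after 12 h, and incubated 24 h at 37 deg C. Luminescence was then read.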
TDP43 rescue = inhibitors of TDP-43 toxicity in yeast | Potency, µM (series often up to 46.1 µM), without a hit: at the top dose growth rescue (activation), hits mostly activators | TDP-43 expressing yeast growth rescue, BacTiter-Glo, 24 h | AID 652104 | hit rate 1.8% among 410,000; also: % of control where 0% means no effect; nearly all actives have a fitted effect of over 50% in size
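Yeast cells expressing TDP-43 under galactose induction are exposed to compounds for 24 hr at 30 deg C. BacTiter-Glo luminescence measures growth, so protective compounds score as activators.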
HT1080 IDH1KD tx = HT-1080 IDH1 knockdown cell toxicity (counter line); AID 686971; hit rate 2% among 360,000; Potency, µM (top dose mostly 46.1 µM), without a hit: top-dose activity, negative = toxicity, hits mostly cytotoxic; HT-1080 IDH1 knockdown viability, ATP luminescence, 48 h;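 also: 0% = DMSO wells and -100% = cell-free medium wells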
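Assay cells: HT-1080 with IDH1 knockdown, 750 per well, RPMI/5% FBS. Exposure: 48 h at 37 °C following 2 h pre-incubation. Read: CellTiter-Glo luminescence; fitted concentration-response, curve class assigned.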
Active calls of the source: *; u = inconclusive; x = not tested or not shown; [ ] = dose if it differs, or a comment. Calls follow the shape of the dose curve; as a rule, active = well fitted curve in the direction sought with a large enough effect; inconclusive = small, poorly fitted or top-dose-only effect, or another doubt; inactive = no such curve, though single readings can be large; an effect the other way counts as inactive or inconclusive. Potency is read from the fitted curve at half-maximal effect.

SMILES	SW480 rereplic	KB-V1 cytotox	GLP1R ag	KB-3-1 cytotox	HT1080NT lethal	GLP1R cytotox	GLP-1R inv ag	TDP43 rescue	HT1080 IDH1KD tx
Cc1ccccc1NC(=O)CN1C(=O)S/C(=C\c2cccn2-c2cccc(C(=O)O)c2)C1=O	-12%	-3%	1%	-7%	13%	-9%	8%	-5%	3%[9.24 µM]
O=C(Nc1ccc(OC(F)(F)F)cc1)c1cc(S(=O)(=O)N2CCCCC2)ccc1N1CCOCC1	x	0%	1%	-3%	-15%	4%	u	7%	-11%
Cc1ccc(Nc2nc(NCC3CCCO3)nc(N)c2[N+](=O)[O-])cc1C (configuration not stated)	0%	u	1%	u	-1%	5%	5%	-7%	-2%
O=C(N/C(=C/c1ccc(Cl)cc1)C(=O)N1CCCCC1)c1ccco1	u	u	6%	7%	-2%	2%	u	-21%	-22%
Cn1cnnc1SCC(=O)Nc1ccc2nc(SCc3ccccc3)sc2c1	1%	-19%	u	6%	0%	-8%	-25%	19%	-10%
CC(=O)Nc1ccc(S(=O)(=O)N(C)CC(=O)OCC(=O)Nc2cccnc2Cl)cc1	-10%	-9%	4%	2%	0%	74%[activator]	15%	0%	-6%
COC(=O)c1cc(NC(=O)c2cccnc2)ccc1N1CCOCC1	-3%	-3%	0%	7%	5%	13%[7.66 µM]	30%[7.66 µM]	2%	10%
Cc1ccc(-c2nnc(CCC(=O)N(C)Cc3nccs3)o2)s1	-20%	0%	14%	u	11%	-2%	2%	-5%	0%
COc1ccc(C(=O)NC2CCCc3ccccc32)cc1Br (configuration not stated)	u	u	13%	u	-23%	-9%	u	14µM*	u
COc1ccc(CN2CCNC(=O)C2CC(=O)O)c(OC)c1 (configuration not stated)	-6%	-27%	-2%	11%	6%	6%	-2%	11%	13%
COc1ccc(Cl)cc1C(=O)n1cnc2ccccc21	-24%	-22%	-3%	u	-2%	0%	1%	0%	2%
Cn1c(=O)n(-c2ccc3c(c2)OCO3)c2nc(-c3ccc(Cl)cc3)nc(C(N)=O)c21	x	15%	0%	-4%	x	3%	0%	-14%	x
CCN(CC(=O)Nc1ccccc1C(F)(F)F)C(=O)CN1C(=O)NC(C)(c2ccccc2)C1=O (configuration not stated)	-2%	0%	-11%	2%	-7%	-1%	10%	-13%	-4%
COc1ccc(CC(=O)Nc2nc3c(s2)CC(C)CC3)cc1 (configuration not stated)	x	-9%	x	-24%	x	-9%	-5%	13µM*	x
O=C(Nn1cnnc1)c1cc(Cl)ccc1Cl	1%	12%	-1%	2%	-5%	10%	-1%	-5%	0%
COc1ccc(NC(=O)CN(C)C(=O)CCC(=O)c2ccc(C)cc2)cc1	1%	-3%	6%	-2%	4%	-15%	7%	2%	0%
O=C(NCCSc1ccccc1)c1ccccc1	0%	0%	-4%	5%	9%	1%	u	17%	13%
CN(C(=O)COC(=O)c1ccccc1C(=O)N(C)c1ccccc1)c1ccccc1	-9%	-2%	4%	14%	7%	-2%	-10%	-6%	3%
CCOC(=O)C1=NOC2(C1)C(=O)Nc1c(Cl)cccc12 (configuration not stated)	x	2%	0%	29%	u	-5%	2%	5%	0%
COC(=O)COc1ccc2cccc(-n3cnnn3)c2c1	-20%	3%	1%	-5%	11%	19%	11%	16%	1%
O=C(NC1CCCN(CCc2ccccc2)C1)c1c[nH]c2ccccc12 (configuration not stated)	-19%	8%	-1%	-6%	2%	0%	u	7%	-6%
O=C(O)c1cncc(C#Cc2ccccc2)c1	5%	7%	-1%	5%	-6%	8%	6%	21%	-7%
Cc1ccc(-c2cc(C(=O)N3CCC(C)CC3)c3ccccc3n2)cc1	-1%	-9%	14%	u	u	-10%	u	u	-29%
Cc1c(C)n(Cc2ccccc2)c2ccc(C(=O)N3CCN(c4ccccc4F)CC3)cc12	x	u	x	-2%	x	1%	u	-13%	x

Among those listed so far, seven contain sulfur.
SMILES	SW480 rereplic	KB-V1 cytotox	GLP1R ag	KB-3-1 cytotox	HT1080NT lethal	GLP1R cytotox	GLP-1R inv ag	TDP43 rescue	HT1080 IDH1KD tx
Cc1ccccc1NC(=O)CN1C(=O)S/C(=C\c2cccn2-c2cccc(C(=O)O)c2)C1=O	-12%	-3%	1%	-7%	13%	-9%	8%	-5%	3%[9.24 µM]
O=C(Nc1ccc(OC(F)(F)F)cc1)c1cc(S(=O)(=O)N2CCCCC2)ccc1N1CCOCC1	x	0%	1%	-3%	-15%	4%	u	7%	-11%
Cn1cnnc1SCC(=O)Nc1ccc2nc(SCc3ccccc3)sc2c1	1%	-19%	u	6%	0%	-8%	-25%	19%	-10%
CC(=O)Nc1ccc(S(=O)(=O)N(C)CC(=O)OCC(=O)Nc2cccnc2Cl)cc1	-10%	-9%	4%	2%	0%	74%[activator]	15%	0%	-6%
Cc1ccc(-c2nnc(CCC(=O)N(C)Cc3nccs3)o2)s1	-20%	0%	14%	u	11%	-2%	2%	-5%	0%
COc1ccc(CC(=O)Nc2nc3c(s2)CC(C)CC3)cc1 (configuration not stated)	x	-9%	x	-24%	x	-9%	-5%	13µM*	x
O=C(NCCSc1ccccc1)c1ccccc1	0%	0%	-4%	5%	9%	1%	u	17%	13%

Next section:
SMILES	SW480 rereplic	KB-V1 cytotox	GLP1R ag	KB-3-1 cytotox	HT1080NT lethal	GLP1R cytotox	GLP-1R inv ag	TDP43 rescue	HT1080 IDH1KD tx
N/C(=N\S(=O)(=O)c1cc(C(F)(F)F)cc(C(F)(F)F)c1)c1ccc(Cl)cc1	10µM*	u	-7%	-20%	u	u	2.5µM*	-71%[inhibitor]	u
N#CSC(c1ccccc1)c1nc2ccccc2[nH]c1=O (configuration not stated)	24%	-6%	2%	4%	u	5%	26%	-9%	u
CN1CCN(c2ncc3c(n2)CCN(Cc2ccc(Br)s2)C3)CC1	x	2%	x	-2%	x	-21%	3.2µM*	3%	x
CN(c1ccccc1)S(=O)(=O)c1ccc(Cl)c(C(=O)OCC(=O)NC2CCS(=O)(=O)C2)c1 (configuration not stated)	-4%	12%	4%	7%	-5%	7%	4%	7%	9%
COC(=O)c1c(NC(=O)C(=O)N2CCOCC2)sc2c1CCCC2	u	4%	0%	0%	-6%	24%	2%	18%	-3%
N#Cc1c(N)[nH]c(C(=O)c2ccccc2)c1-c1ccc(Cl)cc1	x	-1%	6%	5%	-5%	-24%	-8%	23%	0%
Cc1ccc(C)c2[nH]c(=O)c(CCNC(=O)c3ccc(S(=O)(=O)N4CCCC4)cc3)cc12	3%	-1%	5%	-15%	4%	9%	0%	9%	4%
COC(=O)[C@@]1(Cc2ccc(OC)cc2)[C@H]2c3cc(C(=O)N4CCCC4)n(Cc4cc(C)n(C)n4)c3C[C@H]2CN1C(=O)c1ccccc1	x	-27%	3%	-21%	3%	3%	4%	0%	-11%
Cc1cc(=O)[nH]c(SCc2nnc(-c3ccccc3)o2)n1	-2%	6%	11%	-1%	11%	3%	45%[activator]	-8%	27%
Cc1cc(NC(=O)C(C)SCC(=O)N(C)Cc2ccccc2F)no1 (configuration not stated)	13%	-29%	-9%	-3%	7%	3%	-2%	7%	8%
CCOC(=O)Cn1c(=O)oc2cc(S(=O)(=O)N3CCN(c4ccccc4F)CC3)ccc21	x	7%	x	7%	x	-7%	-20%	10%	x
Cc1ccc2sc(NNC(=O)C3=COCCO3)nc2c1C	u	-3%	10%	2%	-27%	1%	-4%	-7%[9.22 µM]	-20%

An excerpt of these results, as a markdown table.
| smiles | SW480 rereplic | KB-V1 cytotox | GLP1R ag | KB-3-1 cytotox | HT1080NT lethal | GLP1R cytotox | GLP-1R inv ag | TDP43 rescue | HT1080 IDH1KD tx |
| --- | --- | --- | --- | --- | --- | --- | --- | --- | --- |
| N/C(=N\S(=O)(=O)c1cc(C(F)(F)F)cc(C(F)(F)F)c1)c1ccc(Cl)cc1 | 10µM* | u | -7% | -20% | u | u | 2.5µM* | -71%[inhibitor] | u |
| N#CSC(c1ccccc1)c1nc2ccccc2[nH]c1=O (configuration not stated) | 24% | -6% | 2% | 4% | u | 5% | 26% | -9% | u |

The listing continues.
SMILES	SW480 rereplic	KB-V1 cytotox	GLP1R ag	KB-3-1 cytotox	HT1080NT lethal	GLP1R cytotox	GLP-1R inv ag	TDP43 rescue	HT1080 IDH1KD tx
COc1ccc(-c2noc(CN(C(=O)c3cccs3)C(C)C)n2)cc1	14%	u	16%	-17%	1%[9.24 µM]	-13%	-19%	7%	-30%
Cc1cc(C)c2c(=O)[nH]c(SCC(=O)NCc3ccccc3)nc2n1	-14%	2%	-1%	0%	-26%	-21%	4%	-21%	-26%
COCCNC(=O)CN1C(=O)CC(C)(C)S(=O)(=O)c2ccccc21	-3%	-2%	-3%	0%	5%	-15%	4%	-6%	-3%
O=C(NCc1ccc(F)cc1)c1c2c(nc3ccccc13)CCC2	-3%	u	4%	u	22%	21%	-1%	0%	32%
CN1CCN(S(=O)(=O)c2ccc(Nc3ccc(F)cc3)nc2)CC1	-1%	-16%	0%	-1%	4%	-11%	-15%	19%	10%
Cc1cc(C)cc(NC(=O)CCC(=O)N2Cc3ccccc3Oc3ncccc32)c1	x	-18%	x	-2%	x	-2%	-11%	-6%	x
COc1cccc(C2c3[nH]c4ccccc4c3C[C@H]3C(=O)N(C4CCN(Cc5ccccc5)CC4)CC(=O)N23)c1 (some centres not stated)	u	u	-3%	u	u	-17%	2µM*	4%	u
CCOC(=O)CSc1ccc(C(=O)NCCN2CCOCC2)cc1[N+](=O)[O-]	-4%	22%	3%	-7%	6%	-1%	4%	3%	7%
O=C(NN1CCCCC1)c1ccccc1	1%	-23%	1%	1%	16%	5%	2%	13%	11%

Screening results deposited in PubChem by National Center for Advancing Translational Sciences (NCATS).
